Assay outcomes deposited in PubChem by several laboratories.
Efflux pump inh: inhibitors of Candida efflux pumps in yeast, primary screen, S. cerevisiae, Nile Red, multiplex. S. cerevisiae Candida pump triplex. inhibition, % at 10 µM. hit rate 0.44% among 330,000. AID 485275, 2010;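 active means plate passing quality check with inhibition over a set limit, or well fluorescence over plate mean plus 4 SD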;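 further: Nile Red retained in pooled yeast measured as flow cytometry median fluorescence; 0% = buffer negative control and 100% = Enniatin B positive control; higher means more Nile Red kept so more efflux inhibition; some compounds called inactive have numbers as strong as hits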
GASC-1 inh: inhibitors of GASC-1 histone demethylase, primary screen, biochemical, fluorescence, DELFIA europium; hit rate 0.069% among 330,000; GST-JMJD2C(1-420) H3K9me3 demethylation; inhibition, % at 2.35 µM;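 active means more than half of a compound's replicate wells show inhibition beyond 50%, single wells judged on their own value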;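 further: signal counts dimethyl H3K9 product captured on neutravidin plate; 0% = median of DMSO wells and 100% = 0.3 times that DMSO median; strong numbers were not always called active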
PP5 inh: PP5 phosphatase inhibitors, primary screen, biochemical, fluorescence. hit rate 0.18% among 320,000. inhibition, % at 6.7 µM. purified PP5c, OMFP substrate fluorescence. AID 1987, 2009;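 active means inhibition above the campaign's mean inhibition across all tested compounds plus 3 SD, cut at about 9.5% in these data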;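 further: 0% = DMSO only and 100% = 100 µM cantharidin control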
proCasp7 act: procaspase-7 activators, primary screen, counter-screen for procaspase-3 activator project, biochemical, absorbance, HTS, human | Caspase-7 (Homo sapiens), P55210 | recombinant procaspase-7, Ac-DEVD-pNA absorbance 405 nm; D23A/D198A/D206A triple mutant, cannot self-cleave; scale: DMSO 0, 5 µM enzyme 100 | activation, % at 8.5 µM | hit rate 0.093% among 330,000;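 active means percent activation above the screen-wide mean plus 3 SD, cut at about 25% in these data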
Target sequence (P55210 whole entry D23A/D198A/D206A): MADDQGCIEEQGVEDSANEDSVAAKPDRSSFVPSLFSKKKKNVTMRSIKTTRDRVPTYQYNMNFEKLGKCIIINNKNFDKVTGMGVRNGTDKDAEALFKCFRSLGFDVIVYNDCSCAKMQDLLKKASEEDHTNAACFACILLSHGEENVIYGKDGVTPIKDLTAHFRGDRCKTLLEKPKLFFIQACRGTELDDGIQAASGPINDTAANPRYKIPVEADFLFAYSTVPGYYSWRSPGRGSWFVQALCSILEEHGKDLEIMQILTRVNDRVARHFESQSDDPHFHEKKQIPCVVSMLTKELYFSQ
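Test system: Procaspase-7 triple mutant (PC-7 D3A). Also added: Ac-DEVD-pNA substrate, 400 µM as added. Schedule: 1 h enzyme–compound preincubation and 2 h substrate reaction, both 25 °C. Signal: p-Nitroaniline absorbance at 405 nm, read at 0 and 120 min. Control set: low DMSO alone, high DMSO plus 5 µM PC-7.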
procasp3 activ: activators of human procaspase-3 D3A mutant, primary screen, biochemical, absorbance, PC-3 D3A mutant, single concentration; hit rate 0.11% among 330,000; Caspase-3 (Homo sapiens), P42574; recombinant procaspase-3 D3A, Ac-DEVD-pNA absorbance 405 nm; activation, % at 8.5 µM; AID 463141, 2010;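 active means activation above the mean of all tested compounds plus 3 SD, cut at about 21% in these data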;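 further: 0% = DMSO alone and 100% = DMSO wells spiked with extra 5 µM PC-3 D3A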
Target sequence (P42574 whole entry D9A/D28A/D175A): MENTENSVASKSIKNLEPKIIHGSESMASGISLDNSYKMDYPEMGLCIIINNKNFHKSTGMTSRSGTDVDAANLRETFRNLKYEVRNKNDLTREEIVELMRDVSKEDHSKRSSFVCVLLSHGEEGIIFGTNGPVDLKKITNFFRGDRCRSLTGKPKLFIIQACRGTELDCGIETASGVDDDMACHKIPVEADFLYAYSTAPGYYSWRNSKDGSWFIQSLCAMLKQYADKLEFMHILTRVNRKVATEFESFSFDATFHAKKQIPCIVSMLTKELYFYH
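assay system = Procaspase-3 D3A mutant | signal = absorbance at 405 nm, 0 and 120 min | times = 1 h preincubation plus 2 h reaction at 25 °C | repeats = single replicate | read-out = % activation between DMSO and enzyme-spiked controls | medium = Zinc-free HEPES saline buffer with Triton X-100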
core dimer inh: inhibitors of HCV core protein dimerization, primary screen, biochemical, TR-FRET, high-throughput | AID 1899, 2009 | TR-FRET GST/Flag-core106 dimerization, 1536-well | hit rate 0.33% among 300,000 | inhibition, % at 5 µM;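 active means inhibition above the mean of all tested compounds plus 3 SD, set per screening campaign, cut at about 45% in these data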
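System: GST/Flag-tagged HCV core106 proteins. Incubation: compound-protein-antibody incubation 4 h at 22.5 °C. Technique: HTRF with 340 nm excitation, 617/671 nm emission. Medium: KF-containing HEPES buffer, pH 7.45, DTT, CHAPS, BSA. Read-out: inhibition (%) from 671 over 617 nm ratio. Also added: Eu(K)-anti-GST 90 ng/mL plus XL665-anti-Flag 1 µg/mL.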
Fh CTSL1 inh: Fasciola hepatica cathepsin L1 inhibitors, primary screen, counter-screen for PFM18AAP inhibitor project, biochemical, QFRET, fluorogenic peptide substrate. hit rate 0.49% among 300,000. recombinant F. hepatica cathepsin L1, Z-Leu-Arg-MCA fluorescence. inhibition, % at 5.96 µM;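 active means inhibition above the mean of all tested compounds plus 3 SD, set per screening campaign, cut at about 17% in these data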;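 further: 0% = plate median of test compound wells and 100% = 1 µM Z-Phe-Ala-diazomethylketone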
PP1 inh: PP1-alpha phosphatase inhibitors, primary screen, counter-screen for PP5 inhibitor project, biochemical, fluorescence, OMFP substrate, single point. Serine/threonine-protein phosphatase PP1-alpha catalytic subunit (Homo sapiens), P62136. purified PP1alpha. inhibition, % at 6.7 µM. hit rate 0.9% among 320,000. AID 2235, 2010;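 active means inhibition above the mean inhibition of all tested compounds plus 3 SD, computed separately for each screening campaign, cut at about 15% in these data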
Target sequence (P62136 whole entry, looked up): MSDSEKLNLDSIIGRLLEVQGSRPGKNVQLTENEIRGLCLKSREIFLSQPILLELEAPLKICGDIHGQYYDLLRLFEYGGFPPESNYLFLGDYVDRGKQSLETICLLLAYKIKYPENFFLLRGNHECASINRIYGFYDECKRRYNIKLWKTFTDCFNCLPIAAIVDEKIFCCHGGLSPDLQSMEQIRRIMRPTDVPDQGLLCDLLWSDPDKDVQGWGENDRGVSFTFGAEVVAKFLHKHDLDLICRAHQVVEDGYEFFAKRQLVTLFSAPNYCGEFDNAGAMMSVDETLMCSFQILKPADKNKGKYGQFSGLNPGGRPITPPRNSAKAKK
TPT1 inh: Candida albicans TPT1 enzyme inhibitors, primary screen, biochemical, fluorescence polarization. tRNA 2'-phosphotransferase TPT1 (Candida albicans SC5314). recombinant caTPT1, FP RNA substrate dephosphorylation. inhibition, % at 5 µM. hit rate 0.81% among 300,000. AID 1962, 2009;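 active means inhibition above the mean of all tested compounds plus 3 SD, set per screening campaign, cut at about 24% in these data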;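 further: plate controls were DMSO alone for no effect and ferristatin control at 100 nM for full effect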
* = called active by the depositor; · = no result given; & = joins results of further samples.

SMILES	Efflux pump inh	GASC-1 inh	PP5 inh	proCasp7 act	procasp3 activ	core dimer inh	Fh CTSL1 inh	PP1 inh	TPT1 inh
Cc1ccc(-c2csc(N/N=C/c3ccco3)n2)cc1	-0.1	-4	2.4	-16	-1	2	-3	-4	-3
CN1C(=O)c2cccc3c(Cl)ccc(c23)C1=O	0.0	6	3.2	5	8	-2	0	0	-5
CCN(CC)CC(=O)Nc1c(C#N)cnn1-c1ccccc1	0.1	6	0.0	9	-1	-2	4	-6	-1
CCCSc1ccc(C(=O)Nc2ccc(F)cc2F)cn1	0.0	6	3.2	7	-5	-6	6	-9	-1
Fc1ccc(C2=CC(c3ccc(Br)o3)n3ncnc3N2)cc1 (stereo unspecified)	-0.3	-3	-3.1	-7	-8	13	6	14	-69
O=C(CC1CC2CCC1C2)NCc1cccs1 (stereo unspecified)	0.1	8	1.8	-6	-6	-4	-2	-5	1
CCNc1nc(NCC)n2c(SC(C)C(=O)c3ccc(C)cc3)nnc2n1 (stereo unspecified)	0.1	15	-0.9	2	1	3	3	-1	-1
CC(C)Cn1c(SCC(=O)NC(=O)Nc2ccc3c(c2)OCCO3)nc2ccccc2c1=O	0.1	4	4.3	2	9	8	1	-1	0
CCNC(=S)N(CCc1c(C)[nH]c2ccc(F)cc12)Cc1cccnc1	-0.1	3	-0.7	-2	5	5	-4	0	-4
CCN(CC(=O)Nc1c(F)cccc1F)C(=O)Cc1ccc2c(c1)OCCO2	-0.1	-5	3.4	-5	-1	·	·	1	·
COc1ccc(S(=O)(=O)N(C)C)cc1NC(=O)Cc1c[nH]c2ccccc12	-0.1	1	2.0	3	2	10	11	-1	4
CC1=NN(c2ccccc2)C(=O)C1(C)[N+](=O)[O-] (stereo unspecified)	0.3	-1	2.7	-7	1	-5	-1	-1	1

Quoted from the listing.
Under Efflux pump inh, CCNc1nc(NCC)n2c(SC(C)C(=O)c3ccc(C)cc3)nnc2n1 (stereo unspecified) is listed with 0.1
Under procasp3 activ, CN1C(=O)c2cccc3c(Cl)ccc(c23)C1=O is listed with 8
Under PP1 inh, O=C(CC1CC2CCC1C2)NCc1cccs1 (stereo unspecified) is listed with -5
Under GASC-1 inh, CCN(CC(=O)Nc1c(F)cccc1F)C(=O)Cc1ccc2c(c1)OCCO2 is listed with -5
Under Efflux pump inh, CCCSc1ccc(C(=O)Nc2ccc(F)cc2F)cn1 is listed with 0.0

Next part
SMILES	Efflux pump inh	GASC-1 inh	PP5 inh	proCasp7 act	procasp3 activ	core dimer inh	Fh CTSL1 inh	PP1 inh	TPT1 inh
O=C(OCC(=O)N1CCN(Cc2ccccc2)CC1)c1cc(Cl)ccc1[N+](=O)[O-]	-0.1	-3	2.6	10	-1	·	·	-3	·
CC1(C(O)(C#CC[N+]2(C)CCCCC2)c2ccccc2)CCCC1 (stereo unspecified)	0.2	3	3.2	-6	3	-1	-4	0	-1
O=[N+]([O-])c1ccc2nc(NS(=O)(=O)c3ccc(Cl)cc3)sc2c1	-0.6	1	3.9	-11	0	2	3	10	-3
COc1cc(C(=O)Nc2nnc(SCC(=O)NCC3CCCO3)s2)cc(OC)c1OC (stereo unspecified)	-0.1	5	-2.0	-1	1	7	5	-3	-2
O=C(C[C@H]1C/C=C\CC[C@@H](Cc2ccc(F)cc2)C(=O)O[C@@H](c2ccccc2)CNC1=O)N[C@@H](CO)Cc1ccccc1	0.4	9	·	12	9	·	·	·	·
COc1ccc(-c2nn(-c3ccccc3)cc2C(=O)O)cc1OC	0.0	2	-0.1	-4	1	-1	-3	-1	-2
CCCOc1ccc(/C=N/NC(=O)CN(c2ccc(OCC)cc2)S(C)(=O)=O)cc1	0.3	-4	9.4	-1	0	2	1	0	-4
CC1(c2ccccc2)NC(=O)N(CCOc2ccccc2)C1=O (stereo unspecified)	0.0	8	-0.4	-4	11	7	0	-1	-4
Cc1ccc(CN(CC(=O)NCc2ccc3c(c2)OCO3)C(=O)c2csnn2)cc1	0.3	6	2.6	-2	-4	1	-2	6	-4
O=C(NCc1ccc2c(c1)OCO2)C1CCCN1C(=O)Nc1ccc(Cl)cc1 (stereo unspecified)	0.1	1	3.1	7	-6	-4	-2	-3	2
CC(OC(=O)[C@H](C)NC(=O)c1ccccc1Cl)C(=O)NCc1ccc2c(c1)OCO2 (stereo partly specified)	0.0	-4	-2.0	-2	4	3	6	3	-2
CC(C)n1cnc2c(NCc3ccccc3)cc(Cc3ccc(F)cc3)cc21	0.2	-5	0.0	-7	-2	·	·	3	·
CCCCCCCCCCCNC(=O)c1ccoc1C	-0.1	16	2.7	1	8	14	0	6	4
Cc1ccc(C(C(=O)NC2CCCCC2)N2CCOCC2)cc1 (stereo unspecified)	0.2	0	0.3	11	0	7	1	2	1
N#CCCN(CCC#N)c1nncs1	-0.1	7	0.1	2	0	-6	-1	-2	-6
Cc1no[n+]([O-])c1COc1ccc(/C=N/n2nnnc2N)cc1	-0.1	-5	2.8	-5	6	9	3	-1	0
CC(=O)NN1C(=O)/C(=C\c2ccc(Br)o2)SC1=S	0.3	-4	0.7	-10	-23	0	-1	0	5
O=C(CSc1n[nH]c(=O)[nH]c1=O)Nc1ccc2c(c1)C(=O)c1ccccc1C2=O	-0.1	2	-0.4	-2	-4	42	0	21*	-8
Nc1ncc(Br)cc1S(=O)(=O)NCCC(=O)N1CCN(c2ncccn2)CC1	0.0	8	0.1	4	-2	-1	3	-5	-2
O=C(COC(=O)c1cc(Cl)ccc1[N+](=O)[O-])NC1CC1	0.1	0	·	8	14	·	·	·	·
CC(=O)c1ccc(NC(=O)CCNC(=O)c2ccccc2Cl)cc1	-0.6	21	1.6	1	8	-9	0	2	-1
COc1cccc(C(C(=O)NC(C)(C)C)N(Cc2ccc(C)cc2)C(=O)CCC(=O)Nc2cc(C)on2)c1OC (stereo unspecified)	-0.3	-19	2.9	10	6	9	-2	5	1
C=CCn1cc(C(=O)NCCOC)c(=O)c2cc(S(=O)(=O)N3CCCCCC3)ccc21	-0.1	1	0.7	5	0	-1	8	-1	1
O=C(NCCS(=O)(=O)NCC1CCCO1)c1ccccc1 (stereo unspecified)	0.2	-7	-0.4	-1	0	-2	3	0	2
Cc1ccc(-c2c[n+](Cc3ccc(Cl)c(Cl)c3)c3n2CCC3)cc1	18*	-5	1.2	-1	1	-6	1	-3	-1
Nc1ccc(C(=O)Nc2ccco2)cc1	0.1	-3	2.0	1	6	-10	1	-1	0
CCCc1nc2c(s1)CCc1onc(-c3ccc(Cl)cc3)c1-2	·	2	0.3	12	8	0	-2	-1	0
CC(C)Oc1nc(-c2ccccc2O)nc2ccccc12	5.1	-6	3.3	2	3	-4	-3	-1	3
CCOc1ccc2c(c1)C(c1cccs1)=NNC(c1cccnc1)=N2	0.0	16	1.6	13	-1	4	1	-3	0
O=C(CSCc1nc2ccccc2[nH]1)N1CCN(c2cccc(Cl)c2)CC1	0.1	32	3.8	-4	0	2	-1	0	5
Cc1cc2cc(CNS(=O)(=O)c3ccc4ccccc4c3)ccc2n1C	0.1	0	3.6	2	-1	-41	-3	4	1
CC(Cc1n[nH]c(=S)o1)c1ccccc1 (stereo unspecified)	0.0	14	0.4	-6	1	2	-3	1	0
COc1ccc2nc(NC(=O)CSc3nc4cccnc4n3C)sc2c1	0.0	2	-0.6	4	0	3	5	-8	0
O=C(CCC(=O)c1ccc(F)cc1)NC1CCCN(Cc2ccccc2F)C1 (stereo unspecified)	0.1	-13	0.8	1	2	-8	1	-1	1
Cc1nc(C)c(-c2csc(Nc3ncccc3C)n2)s1	0.1	-3	4.9	6	-7	-4	-4	-3	6
CCN(CC)c1ccc(NC(=O)C2=CCN(S(=O)(=O)c3ccc(F)cc3)CC2)c(C)c1	-0.4	-18	0.8	-6	-4	2	0	2	-5
CCOc1ccc(N/C=C/C(=O)c2ccc3ccccc3c2)c([N+](=O)[O-])c1	0.1	-4	0.4	2	1	5	0	-3	-2
COC(=O)C1=C(C)N(CCCC(=O)O)C(=O)NC1c1ccc(C#N)cc1 (stereo unspecified)	-0.1	5	-0.9	-8	4	10	2	-2	-1
O=C(COc1ccccc1Cl)OCC(=O)N1CCN(S(=O)(=O)c2ccccc2)CC1	0.0	10&-9	-0.7	4	10	0	-18	-1	-1
COC(=O)c1cc(NS(=O)(=O)c2ccc3c(c2)c(=O)n(C)c(=O)n3C)cc(C(=O)OC)c1	0.0	2	3.4	1	4	2	-1	1	1
Cc1nc2nc(-c3ccc(Cl)cc3)nn2c(C)c1Cl	0.0	9	3.1	4	5	-4	0	1	0
Cn1c(CN2CCOCC2)nnc1SCC(=O)NC1CCCCC1	-0.3	-5	-2.0	6	5	-5	2	-1	-4

Arranged by heavy-atom count (low to high): six of the compounds above.
SMILES	Efflux pump inh	GASC-1 inh	PP5 inh	proCasp7 act	procasp3 activ	core dimer inh	Fh CTSL1 inh	PP1 inh	TPT1 inh
Cc1nc2nc(-c3ccc(Cl)cc3)nn2c(C)c1Cl	0.0	9	3.1	4	5	-4	0	1	0
Cc1nc(C)c(-c2csc(Nc3ncccc3C)n2)s1	0.1	-3	4.9	6	-7	-4	-4	-3	6
O=C(CCC(=O)c1ccc(F)cc1)NC1CCCN(Cc2ccccc2F)C1 (stereo unspecified)	0.1	-13	0.8	1	2	-8	1	-1	1
O=C(COc1ccccc1Cl)OCC(=O)N1CCN(S(=O)(=O)c2ccccc2)CC1	0.0	10&-9	-0.7	4	10	0	-18	-1	-1
CCN(CC)c1ccc(NC(=O)C2=CCN(S(=O)(=O)c3ccc(F)cc3)CC2)c(C)c1	-0.4	-18	0.8	-6	-4	2	0	2	-5
COC(=O)c1cc(NS(=O)(=O)c2ccc3c(c2)c(=O)n(C)c(=O)n3C)cc(C(=O)OC)c1	0.0	2	3.4	1	4	2	-1	1	1
